TbREL1 inh: TbREL1 inhibition, primary screen; TbREL1 RNA ligation, FRET fluorescence; P86926; 89,000 compounds, 0.49% hits; inhibition, % at 9.66 µM;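 active means inhibition above the mean inhibition across all screened compounds plus 3 SD, cut at about 11% in these data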;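 further: 0% = plate median of test wells and 100% = NSC42067 control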
Target sequence (P86926 whole entry, looked up): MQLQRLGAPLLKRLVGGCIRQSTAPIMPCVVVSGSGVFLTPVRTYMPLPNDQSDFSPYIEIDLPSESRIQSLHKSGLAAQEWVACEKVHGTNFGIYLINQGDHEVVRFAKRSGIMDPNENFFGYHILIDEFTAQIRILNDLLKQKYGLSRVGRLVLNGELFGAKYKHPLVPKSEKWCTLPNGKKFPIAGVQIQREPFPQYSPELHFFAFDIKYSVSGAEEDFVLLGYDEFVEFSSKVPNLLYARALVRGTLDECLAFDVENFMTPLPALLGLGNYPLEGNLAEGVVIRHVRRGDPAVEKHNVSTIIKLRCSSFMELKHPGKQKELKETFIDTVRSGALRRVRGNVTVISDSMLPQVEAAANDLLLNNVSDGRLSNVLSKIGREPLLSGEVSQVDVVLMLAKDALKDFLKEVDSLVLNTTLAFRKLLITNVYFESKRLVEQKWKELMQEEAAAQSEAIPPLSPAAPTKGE
* = called active by the depositor.

`O=C(Cc1ccc(S(=O)(=O)N2CCOCC2)s1)N1CCN(S(=O)(=O)c2cccc(F)c2)CC1` gave TbREL1 inh 1.
CC(Sc1nnc(-c2ccco2)n1-c1ccccc1)C(=O)NCC1CCCO1 (stereo unspecified) was read as TbREL1 inh 2.
Screening CCOCCOC(=O)C1=C(C)N(C)C(=O)NC1c1cc(Cl)c(O)c(OCC)c1 (stereo unspecified) returned TbREL1 inh 0.
For NC(=O)CSc1nnc(-c2cccc(S(=O)(=O)N3CCOCC3)c2)o1 the results were TbREL1 inh 1.
`CCn1c(CC(=O)Nc2ccc(Cl)c(Cl)c2)nnc1SCc1ccc(Cl)cc1` gave TbREL1 inh 3.
Screening COc1cc(Cl)ccc1OCc1cc(C(=O)N2CCC(N(C)C)C2)no1 (stereo unspecified) returned TbREL1 inh -1.
COc1ccccc1NC(=O)Cn1cnc2c1c(=O)n(C)c(=O)n2C was read as TbREL1 inh -2.
O=C(Cn1c(=O)[nH]c2ccccc2c1=O)Nc1cccnc1 was read as TbREL1 inh -1.
Screening NC(=O)C1CCN(C(=O)c2cc3ccccc3cc2O)CC1 returned TbREL1 inh 3.
Screening CCCC1CCC2(CC1)CCC2OC(=S)Nc1cccc(Cl)c1 (stereo unspecified) returned TbREL1 inh 3.
For C=Cc1ccc(C(=O)N2CCCC(CCC(=O)N3CCN(c4ccccn4)CC3)C2)cc1 (stereo unspecified) the results were TbREL1 inh -3.
`Cc1c([N+](=O)[O-])c(C(=O)NC2CCCC2)nn1C` gave TbREL1 inh 4.
`CC(C)CNS(=O)(=O)CC1NCc2cc3c(cc21)OCO3` (stereo unspecified) gave TbREL1 inh 9.
O=S(=O)(NCC1CCCO1)c1ccc(-c2ccc(Cl)cc2)cc1 (stereo unspecified) was read as TbREL1 inh 1.
Screening CN1CCN(CCC(=O)N2c3ccccc3Sc3ccc(Cl)cc32)CC1 returned TbREL1 inh 4.
Screening CCOC(=O)[C@H]1[C@H]2COc3ccc(OC)cc3[C@@H]2N2C(=O)CN(Cc3ccccc3)C(=O)[C@@]12C returned TbREL1 inh -2.
For O=C(/C=C/c1ccc2c(c1)OCO2)Nc1nc2ccccc2s1 the results were TbREL1 inh 1.
Screening CCN1C(=O)N[C@@H](c2ccccc2)[C@@H](C(=O)OC)[C@H]1C returned TbREL1 inh 6.
`C[C@@H](C(=O)Nc1ccc2ccccc2c1)[C@H]1C[C@]1(C)[C@H](NS(=O)(=O)c1ccc(-c2ccccc2)cc1)c1ccccc1` gave TbREL1 inh 1.
Screening CCOc1ccc(C(=O)OCCN(C)C)cc1 returned TbREL1 inh 0.
For Cc1nc2ccccc2n1CC(O)Cn1c(C(F)(F)F)nc2ccccc21 (stereo unspecified) the results were TbREL1 inh -1.
For CCCCCCSc1cccc(-c2nc3ccc(Cl)cn3c2NCCCC)c1 the results were TbREL1 inh -1.
`O=C(Nc1ccccc1O)c1cccc(NC(=O)c2ccco2)c1` gave TbREL1 inh 2.
For Cc1cccc(NC(=S)N(Cc2ccc(Br)cc2)Cc2ccc(C(=O)O)cc2)c1 the results were TbREL1 inh 1.
Screening O=C(NN=C1CCCCCC1)c1cn(-c2ccccc2)nc1-c1ccccc1 returned TbREL1 inh 0.
`COc1ccc(C[C@H]2CN3C(=NC[C@H]3Cc3ccccc3)N2CCNC(=O)CCC2CCCCC2)cc1` gave TbREL1 inh 11*.
Screening CCC(=O)c1ccccc1OCCCN1C(=O)NC(C)(C)C1=O returned TbREL1 inh -2.
For C=CCn1c(SCC(=O)N(C)c2c(N)n(Cc3ccccc3)c(=O)[nH]c2=O)nnc1-c1ccccc1OC the results were TbREL1 inh 0.
`Cc1ccccc1CN1CCN(CC(=O)NCc2ccco2)C1=O` gave TbREL1 inh -2.
Clc1ccc(Sc2cc(Cl)c(-c3ccccc3)nn2)cc1 was read as TbREL1 inh 0.
For O=C(CCCCCn1c(=S)[nH]c2ccc(N3CCOCC3)cc2c1=O)NCCc1ccccc1 the results were TbREL1 inh -1.
`CCCNC(=O)Nc1ccc2c(c1)C(=O)N(C)[C@H]1CC[C@@H](CC(=O)OC)O[C@H]1CO2` gave TbREL1 inh 0.
Screening CCC(=O)Nc1ccccc1N1CCN(c2ccc(F)cc2)CC1 returned TbREL1 inh -6.
For COC(=O)c1ccccc1NC(=O)NCC1CCCO1 (stereo unspecified) the results were TbREL1 inh 1.
For COc1cc(OC)c2c(-c3ccccc3)cc(=O)oc2c1C(CCN1CCOCC1)c1ccc(N(C)C)cc1 (stereo unspecified) the results were TbREL1 inh 3.
`Cc1ccc(C(=O)CSc2nc(-c3ccccc3)cc(=O)[nH]2)cc1` gave TbREL1 inh 0.
CCCCNC(=O)CNC(=O)c1cccs1 was read as TbREL1 inh -1.
`Cc1onc(-c2c(F)cccc2Cl)c1-c1nnc(-c2ccc(C(F)(F)F)cc2)o1` gave TbREL1 inh 7.
Screening Cc1ccc(NC(=S)N(CCCN2CCOCC2)Cc2ccco2)cc1Cl returned TbREL1 inh -5.
Cn1c2ccccc2c2c(C(=O)N3CCN(c4ccccc4)CC3)cn(C3CCCC3)c(=O)c21 was read as TbREL1 inh -4.
Screening CC(=O)c1ccc(N2CCN(CC(=O)N(C3CC3)C3CCS(=O)(=O)C3)CC2)c(F)c1 (stereo unspecified) returned TbREL1 inh 5.
Screening CCO/C=C/C(O)(CNC(=O)COc1ccccc1F)C(F)(F)F (stereo unspecified) returned TbREL1 inh 1.
CCOc1ccccc1CNC(=O)C1CCN(c2nc3ccccc3o2)CC1 was read as TbREL1 inh -2.
`O=C(c1n[nH]c(=O)c2ccccc12)N1CCN(c2ccccc2)CC1` gave TbREL1 inh -1.
`CC(C)n1cc(NC(=O)c2cc(-c3ccccc3)on2)cn1` gave TbREL1 inh 2.
`O=C(O)/C=C/C(=O)N1CCc2ccccc21` gave TbREL1 inh 1.
`CCC(=O)c1ccc(OCC(=O)OCC(=O)NCCCc2ccccc2)cc1` gave TbREL1 inh 2.
`O=C(O)c1ccc(N/N=C/c2ccc(OC(=O)c3ccccc3Cl)cc2)cc1` gave TbREL1 inh -4.
Screening CCOC(=O)C(Cc1ccccc1)NC(C)=O (stereo unspecified) returned TbREL1 inh 3.
CN1CCN(CCCC(=O)c2ccc(F)cc2)CC1 was read as TbREL1 inh 2.
Screening O=C(Nc1ccc2[nH]ncc2c1)c1cccc(F)c1 returned TbREL1 inh 0.
`C/C=C/C=C/C(=O)N1CC2(CC(c3cccc(NC(=O)/C=C/C)c3)=NO2)C[C@@H]1C(N)=O` (stereo partly specified) gave TbREL1 inh 1.
Screening Oc1ccc(Cl)cc1CNCc1ccc(Cl)cc1 returned TbREL1 inh 9.
`CCCN(C(=O)CSCc1c(C)noc1C)c1c(N)n(Cc2ccccc2)c(=O)[nH]c1=O` gave TbREL1 inh -1.
For O=C(CN1C(=O)NC2(CCCCCCC2)C1=O)Nc1cccc(Br)c1 the results were TbREL1 inh 7.
`COc1ccc(-c2ccc3oc(-c4ccc(OC)cc4)c(C#CCO)c3c2)cc1` gave TbREL1 inh 4.
Screening CSc1nc(-c2ccccc2)nn1S(=O)(=O)c1ccc(Cl)cc1 returned TbREL1 inh 11*.
For O=C(CCc1ccc(S(=O)(=O)N2CCOCC2)cc1)OCC(=O)c1ccc(Br)cc1 the results were TbREL1 inh -2.
Screening CCOC(=O)/C(N)=C/c1ncc(C(F)(F)F)cc1Cl returned TbREL1 inh -1.
CC1(C)C2CCC1(CS(=O)(=O)NCc1ccc(S(N)(=O)=O)cc1)C(=O)C2 (stereo unspecified) was read as TbREL1 inh 0.
`O=C(CSc1nnc(NC(=O)Cc2ccccc2)s1)NCc1ccco1` gave TbREL1 inh 3.
For Cc1cc(C(=O)N2CC(C)CC(C)C2)n(-c2ccccc2)n1 (stereo unspecified) the results were TbREL1 inh 2.
For CCCCN1C(N)=NC[C@H]1Cc1ccc(O)cc1 the results were TbREL1 inh 2.
Screening O=C(OCC(=O)N1CCOCC1)c1cc(S(=O)(=O)N2CCOCC2)c(Cl)cc1Cl returned TbREL1 inh 2.
`COc1ccc(CN2CCC(CNC(=O)NC3CCC(C)CC3)CC2)cc1` (stereo unspecified) gave TbREL1 inh 4.
For CC(C)N=C(NC#N)SCC(=O)NC(C)(C)C the results were TbREL1 inh 2.
`CCOc1ccc(NC(=S)C(C#N)=C2N(C)c3ccccc3N2C)cc1` gave TbREL1 inh -1.
`CC1CCCC(NC(=O)CNC(=S)N(Cc2ccccc2)Cc2cccs2)C1C` (stereo unspecified) gave TbREL1 inh -2.
COc1cn(-c2ccccc2)nc1C(=O)Nc1ccc(C)cc1 was read as TbREL1 inh 8.
Screening COc1cc(OC)cc(C2=Cc3ccc(OC)cc3C(CC(C)=O)N2c2ccc(C#CC3(N)CCCCC3)cc2)c1 (stereo unspecified) returned TbREL1 inh 1.
CCCCSc1nnc(CCC)n1N was read as TbREL1 inh 0.
Screening O=S(=O)(c1ccc(Br)s1)N1CCN(CCOc2ccccc2)CC1 returned TbREL1 inh 3.
Screening CCOC(=O)C1=C(CNCc2ccc(C)cc2)NC(=O)NC1c1ccc(OC)cc1 (stereo unspecified) returned TbREL1 inh 2.
Screening CS(=O)(=O)c1ccc2nc(NC(=O)C3=NN(c4ccccc4)C(=O)CC3)sc2c1 returned TbREL1 inh 0.
For CC(=O)N1CCc2cc(S(=O)(=O)N3CCc4ccccc4C3)ccc21 the results were TbREL1 inh -1.
Screening COc1ccc(-n2cnnc2SCC(=O)Nc2cccc(S(=O)(=O)N3CCCCC3)c2)cc1 returned TbREL1 inh 2.
For CC(C)(C)c1ccc(C(=O)Oc2ccc3c(c2)OCC3=O)cc1 the results were TbREL1 inh 1.
CCN1CCN(CCCNC(=O)c2ccc3c(c2)NC(=O)c2ccccc2S3)CC1 was read as TbREL1 inh 0.
Screening O=C(NN1C(=O)C2CC=C(Cl)CC2C1=O)c1ccncc1 (stereo unspecified) returned TbREL1 inh -1.
`O=C(CO/N=C/c1ccccc1OC(F)F)NCc1ccco1` gave TbREL1 inh 1.
C/C(N)=C(/C#N)C(=O)COC(=O)C1Cc2ccccc2CN1S(C)(=O)=O (stereo unspecified) was read as TbREL1 inh -2.
`Cc1oc(-c2ccc(Cl)cc2)nc1CN1CCCC(C(=O)NCc2cccnc2)C1` (stereo unspecified) gave TbREL1 inh 0.
C=CCc1cccc(CNc2ccc(Br)cc2)c1O was read as TbREL1 inh -3.
Cc1nn(Cc2ccccc2)c(C)c1NC(=O)CSc1n[nH]c(C)c1[N+](=O)[O-] was read as TbREL1 inh 6.
Nc1ccc2oc(-c3ccc4nc[nH]c4c3)nc2c1 was read as TbREL1 inh -2.
CCOc1ccccc1/C=N/N1CCN(Cc2ccccc2)CC1 was read as TbREL1 inh -3.
`OC1(c2ccccc2F)CCN(Cc2nnnn2Cc2ccc(F)cc2)CC1` gave TbREL1 inh 1.
Screening CCn1c(=NC(=O)CCS(=O)(=O)c2ccccc2)sc2cccc(OC)c21 returned TbREL1 inh 1.
For COc1nc(NCCc2ccc(OC)c(OC)c2)nc(NC(C)(C)CO)n1 the results were TbREL1 inh 6.
`COC(=O)c1sc(NC(=O)c2cc(C)on2)nc1C` gave TbREL1 inh 6.
Screening O=C1OC(Nc2nc3ccccc3s2)c2ccccc21 (stereo unspecified) returned TbREL1 inh 1.
Cc1cc2oc(=O)cc(CN3CCOCC3)c2cc1C was read as TbREL1 inh 1.
Screening COc1ccc2nc(NC(=O)CSc3nc(C)cc(=O)[nH]3)sc2c1 returned TbREL1 inh 1.
`Cn1cccc1C(=O)C(=O)Nc1cc(Cl)cc(Cl)c1` gave TbREL1 inh 2.
For CCCCNC(=O)C1CCCN1S(=O)(=O)c1cccc2nsnc12 (stereo unspecified) the results were TbREL1 inh 0.
For COCc1cc(C)nc(N2CCNCC2)c1C#N the results were TbREL1 inh 8.
Screening CC(=O)N[C@@H](Cc1c[nH]c2ccccc12)C(=O)OCC(=O)Nc1ccc2c(c1)OCO2 returned TbREL1 inh -7.
For CC(=O)c1cccc(NC(=O)c2cccc(NC(=O)c3ccco3)c2)c1 the results were TbREL1 inh 1.
`CC(=O)Nc1ccc(NC(=O)C(C)Oc2ccccc2F)cc1` (stereo unspecified) gave TbREL1 inh -2.
For CCOC(=O)C1=C(C)N(CCCCCC(=O)O)C(=O)NC1c1ccccc1OS(=O)(=O)c1ccc(C)cc1 (stereo unspecified) the results were TbREL1 inh 5.
N#Cc1c(-c2ccccc2)nc(SCC(=O)Nc2ccccc2)[nH]c1=O was read as TbREL1 inh -1.
`COc1ccc(-c2sc(NC(C)=O)nc2-c2ccccc2)cc1` gave TbREL1 inh 2.
Screening O=C(O)c1ccc2c(c1)NC(=O)C(N1CCCC1)S2 (stereo unspecified) returned TbREL1 inh 6.

Compounds above containing an NH in an aromatic ring, in the order listed:
O=C(Cn1c(=O)[nH]c2ccccc2c1=O)Nc1cccnc1 was read as TbREL1 inh -1.
For C=CCn1c(SCC(=O)N(C)c2c(N)n(Cc3ccccc3)c(=O)[nH]c2=O)nnc1-c1ccccc1OC the results were TbREL1 inh 0.
For O=C(CCCCCn1c(=S)[nH]c2ccc(N3CCOCC3)cc2c1=O)NCCc1ccccc1 the results were TbREL1 inh -1.
`Cc1ccc(C(=O)CSc2nc(-c3ccccc3)cc(=O)[nH]2)cc1` gave TbREL1 inh 0.
`O=C(c1n[nH]c(=O)c2ccccc12)N1CCN(c2ccccc2)CC1` gave TbREL1 inh -1.
Screening O=C(Nc1ccc2[nH]ncc2c1)c1cccc(F)c1 returned TbREL1 inh 0.
`CCCN(C(=O)CSCc1c(C)noc1C)c1c(N)n(Cc2ccccc2)c(=O)[nH]c1=O` gave TbREL1 inh -1.
Cc1nn(Cc2ccccc2)c(C)c1NC(=O)CSc1n[nH]c(C)c1[N+](=O)[O-] was read as TbREL1 inh 6.
Nc1ccc2oc(-c3ccc4nc[nH]c4c3)nc2c1 was read as TbREL1 inh -2.
Screening COc1ccc2nc(NC(=O)CSc3nc(C)cc(=O)[nH]3)sc2c1 returned TbREL1 inh 1.
Screening CC(=O)N[C@@H](Cc1c[nH]c2ccccc12)C(=O)OCC(=O)Nc1ccc2c(c1)OCO2 returned TbREL1 inh -7.
N#Cc1c(-c2ccccc2)nc(SCC(=O)Nc2ccccc2)[nH]c1=O was read as TbREL1 inh -1.

Screens from PubChem BioAssay.

An excerpt (hit frequency here may not be typical).
